Screening data as filed in PubChem BioAssay.
CaV13 FRET inh: Primary screen for inhibitors of IQ motif and Ca2+-dependent inactivation inhibitor domain binding in CACNA1D, Förster resonance energy transfer in living cells, …. inhibition, % at 12.3 µM. actives 0.098% (n = 340,000). AID 743397. HEK cells, CFP/YFP FRET ICDI-IQ, plate reader, 10 min; percent FRET-ratio fall versus neutral wells;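 active = mean replicate inhibition of at least 30% and at least 1% of replicates passing that level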;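 note: 0% = median of the neutral control wells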
TRPM1 prom inh: inhibitors of MITF-driven TRPM1 promoter in melanoma cells; inhibition, % at 12.5 µM; actives 0.83% (n = 330,000); AID 488899; SK-MEL-5 TRPM1 promoter luciferase, 24 h;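 active = mean inhibition across replicates of 60% or more, whatever share of single replicates reaches that level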; note: values of inactives mirror those of a sister screen read the other way
KKLEB cytotox: counter-screen for CF NF-kB inhibitors: cytotoxicity. KKLEB CF airway cells viability, ATPlite luminescence, overnight; stronger effect = lower value; cells stimulated with P. aeruginosa culture filtrate. activity change (cytotoxicity), % at 5 µM. actives 0.36% (n = 360,000). AID 602141;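 active = corrected activity change at or below -50% at 5 µM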
Vif imaging: inhibitors of HIV Vif. HEK293T cells, Vif self-association by quenched fluorescence, imaging, 24 h. inhibition, % at 7.49 µM. actives 0.35% (n = 340,000). AID 602346; in the data active = inhibition above about 50%, passing the limit was not always enough; note: some results filed as inactive read as strong as hits
NR2E3 ag-1: NR2E3 (human) agonism | AID 2300 | actives 0.12% (n = 320,000) | Q9Y5X4 | GST-NR2E3/biotin-RetCOR TR-FRET, 1536-well | inhibition of corepressor binding, % at 4.78 µM;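 active = percent inhibition above the cutoff of mean plus 3 SD of all tested compounds, set per screening campaign, cut at about 20% in these data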;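 note: 0% = DMSO wells and 100% = biotin wells as full block of FRET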
Target sequence (Q9Y5X4 whole entry, looked up): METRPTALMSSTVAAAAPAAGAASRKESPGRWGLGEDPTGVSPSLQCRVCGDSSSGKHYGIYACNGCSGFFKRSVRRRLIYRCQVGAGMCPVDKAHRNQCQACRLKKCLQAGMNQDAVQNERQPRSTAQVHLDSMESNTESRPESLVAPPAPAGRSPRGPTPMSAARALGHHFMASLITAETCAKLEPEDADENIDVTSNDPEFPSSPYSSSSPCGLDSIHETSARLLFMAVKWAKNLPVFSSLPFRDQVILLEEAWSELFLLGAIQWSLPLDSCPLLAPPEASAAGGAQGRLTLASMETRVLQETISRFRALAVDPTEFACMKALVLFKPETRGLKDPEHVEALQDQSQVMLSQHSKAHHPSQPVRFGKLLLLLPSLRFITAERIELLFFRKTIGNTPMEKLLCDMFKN
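Assay system: NR2E3–RetCOR corepressor complex. Quantity: 1.35 nM GST-NR2E3. Buffer or medium: pH 7.5 Tris-based buffer. Reagent: biotinylated RetCOR corepressor at 7 nM final. Schedule: 5 h at 4 °C. Detection: TR-FRET, emission read at 617 and 671 nm. Replicates: one well per compound, singlicate testing.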
Peg3 promoter: reduces Peg3 promoter-driven luciferase expression in HeLa. HeLa PEG-Prom luciferase reporter, luminescence, overnight. inhibition, % at 20 µM. actives 1.7% (n = 360,000). AID 588405;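 active = inhibition of at least 50% at 20 µM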
HIF-2a inh: HIF-2a inhibition; 786-0 RCC cells HIF-2a reporter, luciferase luminescence, overnight; inhibition, % at 18.8 µM; AID 624352; actives 0.72% (n = 360,000);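 active = inhibition of the luminescence signal of 40% or more relative to plate controls, in a single-dose primary screen at 18.75 µM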
CF NFkB block: blocks PAF-induced NF-kB reporter in cystic fibrosis cells. KKLEB NF-kB-GFP reporter, GFP fluorescence overnight. AID 588850. actives 0.86% (n = 360,000). inhibition, % at 5 µM;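 active = at least 50% inhibition at 5 µM, scaled per plate between neutral and stimulator controls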;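 note: PAF is a Pseudomonas aeruginosa culture filtrate used as stimulus; plate controls were PAF-stimulated DMSO wells for no effect and unstimulated DMSO wells for full effect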
PDI turbidity: blocks human protein disulfide isomerase activity; actives 0.052% (n = 350,000); PDI insulin aggregation turbidity, A650, 90 min; AID 588391; inhibition, % at 10 µM;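 active = mean inhibition across replicates of 30% or more, whatever share of single replicates reach that level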;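 note: absorbance from insulin aggregation driven by PDI reduction with DTT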
Target sequence (P07237 whole entry, looked up): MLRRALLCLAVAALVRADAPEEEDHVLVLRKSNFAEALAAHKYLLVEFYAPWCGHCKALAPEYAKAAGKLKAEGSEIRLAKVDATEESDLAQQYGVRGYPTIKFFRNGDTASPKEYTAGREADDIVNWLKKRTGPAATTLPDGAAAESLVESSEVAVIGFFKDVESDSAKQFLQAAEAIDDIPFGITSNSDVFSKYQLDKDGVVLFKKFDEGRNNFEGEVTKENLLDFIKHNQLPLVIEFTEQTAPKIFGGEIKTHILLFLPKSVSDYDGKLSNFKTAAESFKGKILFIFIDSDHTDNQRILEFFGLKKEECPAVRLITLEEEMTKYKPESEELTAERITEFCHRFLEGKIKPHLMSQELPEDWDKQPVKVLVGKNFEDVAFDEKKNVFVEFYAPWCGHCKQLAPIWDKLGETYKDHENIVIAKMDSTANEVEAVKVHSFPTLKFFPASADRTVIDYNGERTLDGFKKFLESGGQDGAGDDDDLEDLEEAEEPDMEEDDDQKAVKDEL
Shn3 3UTR inh: inhibitors of Schnurri-3 3'UTR reporter in osteoblasts; inhibition, % at 12.5 µM; actives 0.52% (n = 360,000); Clone20 osteoblast Shn3 3'UTR firefly luciferase, 24 h;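 active = mean inhibition of at least 75% with every replicate also reaching 75%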;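 note: 0% = median of neutral control wells and 100% = pilot-screen positive control compound; some compounds past the cut are filed as inactive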
NR2E3 ag-2: human photoreceptor-specific nuclear receptor agonism. CHO-S Gal4-NCOR/VP16-NR2E3 two-hybrid, luciferase. actives 0.35% (n = 360,000). Q9Y5X4. inhibition of corepressor binding, % at 3.98 µM. AID 602229;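 active = inhibition above the mean of all tested compounds plus 3 SD, cut at about 70% in these data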;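 note: 0% = DMSO with NR2E3 transfected cells and 100% = cells lacking NR2E3 construct; higher means lower luciferase signal from less NR2E3 corepressor binding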
The depositor's hits bear a star; nt = not tested or not shown; & = joins results of further samples. An unsorted share of the library; overall some 3.3% were active at least once.

mol,CaV13 FRET inh,TRPM1 prom inh,KKLEB cytotox,Vif imaging,NR2E3 ag-1,Peg3 promoter,HIF-2a inh,CF NFkB block,PDI turbidity,Shn3 3UTR inh,NR2E3 ag-2
Cn1cnc(S(=O)(=O)N2CCCCC2c2cc(C(=O)Nc3cccc4c3CCCC4)no2)c1 (configuration not stated),-10.0,nt,2.1,-1.7,nt,7.2,5.1,-3.3,4.8,-11.9,13.0
Fc1ccc(CNCc2ccc(Br)cc2)cc1,-4.8,-0.4,1.9,4.7,-5.0,-3.9,6.2,-10.6,0.3,-21.0,-3.3
COc1ccc(C(=O)C2CCN(CC(=O)Nc3cc(C)cc(C)c3)CC2)cc1,-4.5,nt,-2.9,13.7,2.4,14.1,13.6,-12.0,5.0,15.1,1.7
N#Cc1ccccc1NCC(=O)N1CCN(S(=O)(=O)c2ccccc2)CC1,-5.9,8.1,-16.0,13.7,0.4,4.5,-7.4,22.4,-3.3,-7.2,17.1
CC/C(C)=N/NC(=S)NCc1ccco1,-2.4,-3.4,-16.5,0.5,-0.7,-3.6,14.2,11.7,19.4,-10.8,7.4
CCOC(=O)c1cnn(-c2ccccc2)c1NC(=O)c1cccs1,-7.4,4.7,3.5,-16.2,1.8,-0.9,12.8,6.7,-3.4,2.6,-0.3
COC(=O)c1c(N2C(=O)CCC2=O)sc2c1CCCC2,-2.5,7.0,-14.9,2.5,1.0,5.2,4.5,16.0,nt,0.9,-12.8
CCCCNc1cc(C)nc(N2CCOCC2)n1,-4.0,8.4,0.6,9.1,2.2,-8.2,-3.2,-7.3,-7.3,-13.0,-19.7
CC(C)NC(=O)c1ccc2nc([C@@H]3O[C@H](CO)[C@H](O)[C@H](O)[C@H]3O)[nH]c2c1,-10.0,nt,6.2,nt,nt,1.3,5.6,-25.9,-8.5,-15.2,-17.3
C[C@H](NC(=O)NCc1cccs1)C(=O)O,-7.1,7.8,2.9,-6.7,0.9,1.6,-6.6,4.4,4.1,-6.1,-2.2
O=C(NNC(=O)c1ccc(Cl)nc1)c1ccc(Br)cc1,-6.2,-23.7,-0.8,-0.1,nt,-44.4,-45.1,7.3,-2.9,-9.0,-25.7
O=C(NCc1ccc(S(=O)(=O)Nc2ccccc2Cl)s1)c1ccccc1,-5.0,-2.0,0.8,2.0,-0.4,11.8,22.1,2.5,-2.2,14.7,-17.4
Cc1ccc(OCC(=O)N(Cc2nnc(-c3ccccc3Cl)o2)C2CC2)cc1C,-5.9,1.2,-26.0,16.8,3.4,-0.9,-5.9,5.2,-3.4,9.6,-10.5
O=C(NC1CCN(Cc2ccccc2)CC1)c1c(F)cccc1F,-2.1,0.8,1.4,13.5,-3.3,2.6,16.2,13.5,23.8,18.7,9.0
O=C1c2ccccc2/C(=C\c2ccc(Br)s2)N1c1ccccc1,9.0,1.5,-4.9,10.0,nt,-17.7,-32.8,-23.4,-9.0,-23.7,-12.2
CN1CCC2(CC1)C1CN(C)CC=C1C(C#N)=C(N)C2(C#N)C#N (configuration not stated),-7.9&-3.7,3.8&6.0,14.1&-26.2,42.3&0.5,3.9&-1.4,10.2&23.1,9.3&8.5,-6.3&4.4,2.5&-11.5,-3.0&-2.2,-26.0&-24.1
COc1ccc(NC(=O)c2cc(-c3cc(OC)c(OC)c(OC)c3)nc3ccccc23)cc1OC,-2.4,11.7,-19.4,-12.3,4.7,-30.3,-14.8,-15.5,0.7,15.5,14.9
CCCC[C@@H]1CN=C(N)N1CCc1cc(C(F)(F)F)cc(C(F)(F)F)c1,-9.0,3.2,-10.8,nt,0.4,64.1*,12.5,8.3,10.0,76.7,9.4
O=C(COC(=O)Cc1ccc(F)cc1)Nc1cc(S(=O)(=O)N2CCOCC2)ccc1N1CCCC1,-2.9,-4.0,3.5,4.0,1.2,10.0,22.3,3.9,5.2,-9.6,-11.2
CN1CCC(N(C)C(=O)c2ccc(Cl)c(S(=O)(=O)N(C)c3ccc(Cl)cc3)c2)CC1,-5.3,6.7,-9.4,14.7,nt,-13.5,-3.4,2.5,3.0,17.2,14.8
c1ccc(-n2ncc3c(NCCCN4CCOCC4)ncnc32)cc1,-5.5,-45.5,0.8,-1.2,-0.3,-162.3,-164.2,-7.2,-6.5,-68.2,-45.6
CCc1ccc(NC(=O)CCCn2nc(CC)n3c(cc4occc43)c2=O)cc1,-5.2,-1.4,-10.6,-3.4,1.8,6.1,3.9,-15.4,5.1,14.2,5.1
COc1ccc(C(=O)Nc2ccc3oc(Cc4ccc(Cl)cc4)nc3c2)cc1OC,-6.5,9.8,4.3,-11.3,4.0,-23.6,-39.1,-21.5,6.0,24.1,-22.4
CCCCn1nnc(NC(=O)C(c2ccccc2)c2ccccc2)n1,-6.1,5.3,27.7,4.5,-3.1,6.1,8.1,2.1,-2.6,7.8,-2.4
N#Cc1nc(COc2ccc(-c3ccccc3)cc2)oc1NCCCN1CCOCC1,nt,-22.5,-10.7,1.2,2.1,-19.3,10.8,-5.1,-6.2,23.2,-6.3
OC(c1ccccc1)c1nc2ccccc2[nH]1 (configuration not stated),-5.7,-8.3,4.9,-3.3,4.7,8.8,0.3,-1.9,-6.9,-15.9,-14.1
O=C(c1ccccc1)N1CCCC(C(=O)N2CCN(c3ccccc3)CC2)C1 (configuration not stated),-5.2,18.2,-2.4,-5.6,1.0,15.6,20.6,19.0,-0.1,-12.5,-24.7
CCCN(Cc1ccccc1)C(=S)Nc1ccc(OCC)cc1,-4.1,-12.0,1.0,-1.7,2.3,-118.2,-170.1,1.0,2.2,3.3,-16.1
COc1ccc(C2C(C#N)=C(N)OC3=C2C(=O)CC(C)(C)C3)c([N+](=O)[O-])c1OC (configuration not stated),-5.6,-5.2,-7.7,2.6,-1.6,-87.3,-0.6,6.3,-0.1,-2.8,-14.3
O=c1cc(CSc2nnnn2-c2ccccc2)nc2sccn12,2.4,-0.6,-0.4,-6.6,-0.9,37.3,-0.6,-20.3,-0.2,4.6,-6.7
O=C(Nc1ccccc1)OCCNC1CCCCC1,-8.7,-6.7,1.7,2.8,nt,-8.2,-6.8,-7.2,5.8,22.7,-18.7
CCc1c(C)nc2cc(-c3ccc(OC)c(OC)c3)nn2c1N1CCCC1,nt,1.8,13.3,0.6,3.6,22.5,-22.2,2.4,1.3,26.2,-41.6
CCc1ccc(NC(=O)CSc2nc(N)c(NC(=O)c3ccc(F)c(F)c3)c(=O)[nH]2)cc1,-2.7,5.0,20.3,-11.0,0.4,5.3,4.1,-8.9,-6.6,-21.3,-12.3
OC(C#Cc1ccccc1)(c1ccccc1)c1ccccc1,-5.8,-7.2,-1.6,-2.8,nt,12.9,12.6,10.7,2.6,6.1,5.4
O=C(CCn1c(=O)c2ccccc2n(Cc2cc(=O)n3ccccc3n2)c1=O)NCc1ccco1,-7.3,-10.0,4.8,-1.4,-3.5,11.1,8.6,-12.5,-3.2,4.2,6.3
COc1ccc(S(=O)(=O)N(C)CC(=O)NCCN2CCOCC2)cc1C,-2.9,4.7,-6.5,13.9,7.4,16.7,10.3,11.7,5.4,3.2,-15.7
Cc1nn(C(C)C(=O)NCc2ccco2)c(=O)c2nn(-c3ccccc3)c(C)c12 (configuration not stated),-3.3,4.5,-25.9,1.8,1.9,20.3,18.0,9.9,-13.2,3.0,6.9
CC(=O)Nc1ccc(S(=O)(=O)n2cnc3cc(C)c(C)cc32)cc1,-4.4,7.9,-4.1,1.1,2.0,10.7,-1.0,-1.3,6.9,22.9,-18.3
O=C(CN1CCCCCC1)Nc1ccc(S(=O)(=O)N2CCCCC2)cc1,-2.6,-2.5,3.8,19.1,5.1,17.1,14.2,0.4,8.0,10.8,-27.4
CC(C)NCC(O)COC1CCC(C(C)(C)C)CC1 (configuration not stated),-2.8,-0.6,-11.0,10.2,1.6,-5.5,14.2,13.0,-4.9,-24.3,28.7
O=C(NCc1ccc2c(c1)OCO2)c1c(O)c2cccc3c2n(c1=O)CCC3,nt,-2.7,7.2,-0.6,-0.6,-6.9,6.6,8.5,-8.0,5.0,10.7
CCCCCCCCCCOC(=O)NC1CCS(=O)(=O)C1 (configuration not stated),-2.9,7.6,-2.3,1.6,-5.1,18.4,22.7,19.8,-2.1,11.7,-10.2
Cc1cccc(C(=O)NCCCN(C)CCCNC(=O)c2cccc(C)c2)c1,-4.1,-1.8,-5.4,4.3,2.4,4.9,0.1,4.7,14.3,4.3,-5.8
CCOc1ccc(NC(=O)CC2C(=O)N(CC)C(=S)N2CCN2CCOCC2)cc1 (configuration not stated),-7.0,4.0,7.7,19.5,2.2,4.8,11.9,6.2,-5.1,11.6,6.7
Cc1onc(-c2ccccc2)c1C(=O)N1CCCN2C(=O)c3ccccc3C21 (configuration not stated),-13.0,2.1,-3.0,-2.8,1.8,21.5,15.0,2.9,-1.1,5.3,-44.5
